GBA activity up = increases beta-glucosidase activity in Gaucher fibroblasts; P04062; L444P Gaucher fibroblasts, 4-MU-glucoside fluorescence, 3 days; activation, % at 10 µM; 0.44% of 30,000 active; in the data active = activation above about 65%;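 note: 0% = vehicle wells and 100% = positive control wells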
Target sequence (P04062 whole entry L483P): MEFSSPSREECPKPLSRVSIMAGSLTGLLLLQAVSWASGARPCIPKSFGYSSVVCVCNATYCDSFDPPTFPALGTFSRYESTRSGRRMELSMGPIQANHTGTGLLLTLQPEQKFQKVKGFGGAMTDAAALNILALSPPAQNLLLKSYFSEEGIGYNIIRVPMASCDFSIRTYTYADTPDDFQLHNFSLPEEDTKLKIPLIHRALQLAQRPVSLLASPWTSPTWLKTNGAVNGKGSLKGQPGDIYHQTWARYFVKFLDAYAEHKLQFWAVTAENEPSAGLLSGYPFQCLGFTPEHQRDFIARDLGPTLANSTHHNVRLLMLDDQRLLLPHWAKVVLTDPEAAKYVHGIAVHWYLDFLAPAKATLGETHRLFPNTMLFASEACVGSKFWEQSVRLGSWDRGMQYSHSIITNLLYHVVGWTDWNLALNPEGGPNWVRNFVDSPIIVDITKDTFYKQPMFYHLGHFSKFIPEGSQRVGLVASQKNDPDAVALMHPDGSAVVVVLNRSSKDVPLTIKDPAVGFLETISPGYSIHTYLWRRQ
Active calls of the source: *.

#	molecule	GBA activity up
1	Cc1ccc(S(=O)(=O)NCCC(=O)NCc2ccc3c(c2)OCO3)cc1C	1.0
2	O=C(CCN1C(=O)C2C3C=CC(C3)C2C1=O)Nc1ccc(F)cc1 (stereo not given)	15.7
3	COc1ccc(NS(=O)(=O)c2ccc(N)cc2)nn1	-5.1
4	Cn1c(=N)n(CC(=O)C(C)(C)C)c2ccccc21	9.9
5	Cc1cc(C(=O)CSc2nnnn2-c2ccccc2)c(C)n1CC1CCCO1 (stereo not given)	-30.9
6	CCc1ccccc1Nc1nc(N)nc(COC(=O)c2cccn2C)n1	-4.6
7	Clc1ccc(NCn2cncn2)nc1	-5.2
8	CCOC(=O)c1cnn(-c2nc(C)cc(C)n2)c1N	-11.1
9	CN(C)CCCN1C(=O)C(=O)/C(=C(/O)c2ccc3c(c2)OCO3)C1c1ccccn1 (stereo not given)	-14.1
10	CCSc1nc2c(c(=O)[nH]1)C(c1cccnc1)C(C(=O)OC(C)C)=C(C)N2 (stereo not given)	2.1
11	Cc1ccc(OCCCC(=O)Nc2ccc(N3CCOCC3)cc2)c(C)c1	-11.3
12	Cc1cc(C#N)c2ccccc2n1	-11.1
13	COC(=O)c1ccc(NC(=O)N2CCOCC2)cc1	-18.6
14	Cc1nn(Cc2ccccc2Cl)c(C)c1NC(=O)c1cc(-c2ccc(F)cc2)on1	-81.9
15	CCOC(=O)C1=C(C)NC(C)=C(C(=O)OCC)C1C(=O)OC1CCOC1=O (stereo not given)	-10.7
16	COC(=O)CC1C(=O)NCCN1C(=O)Nc1ccccc1 (stereo not given)	-9.5
17	CCOC(=O)c1sc(C)c2c1NC(C)(c1cccs1)NC2=O (stereo not given)	-29.2
18	COC(=O)c1cccc(NC(=O)CSc2nnc(COc3cccc(C)c3)n2C)c1	-15.1
19	COc1ccc(OC)c(CN2C(=O)CCC2(C)C(=O)NC2CCCCCC2)c1 (stereo not given)	24.8
20	COc1ccc(Cl)cc1NC(=O)C1CCCN(c2cc(C)nc3ncnn23)C1 (stereo not given)	-40.9
21	NC(=O)C1(N2CCCCC2)CCN(C(=O)c2cccn3c(=O)c4cc(Cl)ccc4nc23)CC1	-71.0
22	COc1ccc(-c2cc(C(F)(F)F)nc(SCC(=O)N3CCOCC3)n2)cc1OC	-15.9
23	COC(=O)n1c(SC)nc2ccccc21	-10.4
24	Cc1ccc(CS(=O)(=O)Cc2ccc(C(=O)NCc3ccccn3)o2)cc1	-37.4
25	Cn1c(=O)n(CC(=O)N2CCN(c3nnc(-c4ccccc4)c4ccccc34)CC2)c2ccccc21	5.2
26	O=C(c1cc(-c2ccc(Cl)c(Cl)c2)on1)N1CCCCC1	7.1
27	COc1ccccc1-c1cn[nH]c(=S)n1	-12.7
28	COCCn1c(N)c(NCc2ccccc2)c(=O)n(CC(=O)Nc2cc(C)ccc2C)c1=O	-1.9
29	Cc1ccc(CN(C)C(=O)c2ccccc2Oc2ccccc2)o1	-1.5
30	COCCCN1C(=O)C(=O)/C(=C(/O)c2ccc(OC)cc2)C1c1ccc(O)c(OC)c1 (stereo not given)	-0.6
31	O=S1(=O)N=C(Nc2nc3c(s2)CCCC3)c2ccccc21	-9.3
32	NS(=O)(=O)c1cc2c(cc1Cl)NC(CSCc1ccccc1)=NS2(=O)=O	-31.3
33	O=C(NCC1CCCO1)c1csc2c1CCCCC2 (stereo not given)	10.0
34	CCOc1ccc(NC(=O)COC(=O)c2cccnc2)cc1	-6.6
35	O=c1c2ccccc2nc(-c2ccco2)n1Cc1ccccc1	-38.6
36	O=S(=O)(NCc1cccnc1)c1ccc(Br)s1	-4.7
37	CCC(C)(C)n1nnnc1C(c1cc(OC)c(OC)c(OC)c1)N1CCN(c2ccccc2)CC1 (stereo not given)	-19.3
38	O=C(CC1NC2CCCCC2NC1=O)Nc1ccc2c(c1)OCO2 (stereo not given)	1.6
39	CS(=O)(=O)c1ccc2nc(NC(=O)C3CCCCC3)sc2c1	-25.7
40	c1coc(CNC2CCCCCCC2)c1	-25.5
41	O=C(CCN1C(=O)C2C3C=CC(C3)C2C1=O)Nc1c(F)cccc1F (stereo not given)	-25.5
42	OCC(C#CCN1CCCCC1)NCc1ccccc1 (stereo not given)	-31.8
43	O=c1cc(Nc2ccc3c(c2)OCO3)[nH]c(=O)n1-c1ccc(Br)cc1	-29.9
44	COc1ccc(S(=O)(=O)Nc2ccccc2C(=O)NCc2ccco2)cc1	-7.5
45	CC(C)OC(=O)C1C2C=CC3(CN(CC4CCCO4)C(=O)C13)O2 (stereo not given)	-8.8
46	COc1ccc2[nH]c(C(=O)O)c(NS(=O)(=O)c3ccc(Cl)s3)c2c1	-9.1
47	Nc1nc(SCc2ccc(Cl)cc2)ns1	-5.9
48	COc1ccccc1N1CCN(C(=O)Cn2nc(C(F)(F)F)c3c2CCC3)CC1	-3.6
49	CC(=O)N(Cc1cccs1)C1CCOC(C)(C)C1 (stereo not given)	-4.9
50	CCc1nc(SCC(=O)N2CCN(C(=O)c3ccco3)CC2)c2c3c(sc2n1)CCCC3	-4.6

Along the list, as entered above:
Nos. 39 to 47 in GBA activity up: -25.7, -25.5, -25.5, -31.8, -29.9, -7.5, -8.8, -9.1, -5.9

Further records
#	molecule	GBA activity up
51	Cc1cc(C(=O)Nc2nnc(C3CCCCC3)s2)no1	-12.6
52	CCc1nnc(SCc2ccc(OC(C)C)cc2)n1N	-22.3
53	COc1ccc(CCNC(=O)CCn2cccc2)cc1OC	-18.9
54	CCn1nnnc1SCC(=O)c1ccc(NC(C)=O)cc1	-10.5
55	O=C(Nc1cccc(NS(=O)(=O)c2ccc(S(=O)(=O)NC3CC3)cc2)c1)c1ccccn1	3.5
56	Cc1cc(NC(=O)CSc2ccc3nnc(-c4cccc(F)c4)n3n2)no1	-11.0
57	CCOC(=O)C(C)Oc1ccc(=O)n(-c2ccccc2)n1 (stereo not given)	-5.1
58	COc1ccccc1NC(=O)CN1C(=O)NC(CC(C)C)C1=O (stereo not given)	-14.8
59	O=C(CSc1nnc(-c2cccnc2)n1Cc1ccco1)c1ccc(Br)cc1	-4.6
60	O=C(CSc1nc(Nc2ccccc2)nc(N2CCOCC2)n1)N1CCc2ccccc21	19.9
61	Cn1c(=N)c(S(=O)(=O)c2ccc(Cl)cc2)cc2c(=O)n3ccccc3nc21	-11.5
62	COc1ccc(N(C(=O)C(C)C)S(=O)(=O)c2ccc3c(c2)n(C)c(=O)n3C)cc1	0.7
63	COc1ccc(-c2nn(C)c(=O)c3ccccc23)cc1CNC(=O)CN1CCOCC1	-11.8
64	COC(=O)c1ccc(NC(=O)CSc2n[nH]c(-c3ccncc3)n2)cc1	-31.8
65	CN(C)c1ccc(/C=N/n2ncc3ccccc32)cc1	-37.8
66	CCOc1ccc(C(=O)NC2CCN(C(=O)NCc3ccccc3)CC2)cc1	-13.6
67	CC1(C)CC(O)(CCNCc2ccc3c(c2)OCO3)CCO1 (stereo not given)	-9.8
68	COC(=O)c1ccc(NC2(C#N)C(=O)Nc3ccccc32)cc1 (stereo not given)	-17.3
69	O=C(c1ccco1)N1CCCN(C(=O)c2ccco2)CC1	-24.2
70	CCOC(=O)c1ccc(NCc2ccc3c(c2)OCO3)cc1	5.3
71	CCN(CC)S(=O)(=O)c1ccc(Cl)c(C(=O)Nc2nncs2)c1	-2.5
72	CCC(c1nnnn1Cc1ccccc1)N(Cc1ccco1)Cc1cc2cc(OC)ccc2[nH]c1=O (stereo not given)	-28.8
73	COCCN1C(=O)C(CC(=O)Nc2ccc(C(=O)O)cc2)SC1=Nc1ccccc1 (stereo not given)	-2.1
74	COCCN1C=C(C(=O)OC)C(c2cc(Br)c(OC)c(OC)c2)C(C(=O)OC)=C1	3.2
75	Cc1nc(NC(C)C(=O)O)c2nc(C)oc2n1 (stereo not given)	-9.1

Four entries from above, reformatted:
58: COc1ccccc1NC(=O)CN1C(=O)NC(CC(C)C)C1=O (stereo not given)
  GBA activity up: -14.8
61: Cn1c(=N)c(S(=O)(=O)c2ccc(Cl)cc2)cc2c(=O)n3ccccc3nc21
  GBA activity up: -11.5
62: COc1ccc(N(C(=O)C(C)C)S(=O)(=O)c2ccc3c(c2)n(C)c(=O)n3C)cc1
  GBA activity up: 0.7
63: COc1ccc(-c2nn(C)c(=O)c3ccccc23)cc1CNC(=O)CN1CCOCC1
  GBA activity up: -11.8

Following part:
#	molecule	GBA activity up
76	CCOc1ccc2[nH]c(=O)c(CN(CCO)C(=O)c3ccc(Br)cc3)cc2c1	-14.1
77	COc1ccc(S(=O)(=O)Nc2cccc(Cl)c2)cc1OC	-17.4
78	CCN(C(=O)c1c(OC)cccc1OC)c1nnc(-c2cccnc2)s1	-21.4
79	O=C(CCN1CCCCC1)NCC1OCCc2ccccc21 (stereo not given)	-5.4
80	COc1ccc(OC)c(-n2c(SC)nnc2-c2c[nH]c3ccccc23)c1	2.2
81	CCOC(=O)c1cn(CC)c2ccc(S(=O)(=O)N3CC(C)CC(C)C3)cc2c1=O (stereo not given)	-32.6
82	Cc1ccc(N(CC(=O)Nc2ccc(F)c(Cl)c2)S(=O)(=O)c2c(C)noc2C)cc1	-20.2
83	CC(=O)ON1C(C)(C)CC(OC(=O)c2ccccc2)CC1(C)C	-52.6
84	CCOC(=O)CSc1nc2ccccc2c(=O)n1C1CCCC1	7.7
85	COC(=O)[C@H](C)NC(=O)Nc1ccc(OC(F)(F)F)cc1	-45.0
86	CN(CC(=O)NCc1ccc(Cl)cc1)S(=O)(=O)c1cccc2nsnc12	19.9
87	CN(C)c1ccc(C(=O)c2ccc(N(C)C)c(N)c2)cc1N	-1.2
88	Cc1cc(=O)n2nc(N3CCCC(C(=O)NCc4ccc5c(c4)OCO5)C3)sc2n1 (stereo not given)	-4.5
89	Brc1cc2c(cc1COc1ccc(-c3nn[nH]n3)cc1)OCO2	-17.7
90	CC1CCCN(S(=O)(=O)c2ccc(Br)s2)C1 (stereo not given)	54.0
91	c1ccc(SCCOCCn2cncn2)cc1	6.0
92	CN(C)S(=O)(=O)c1ccc(C(=O)Nc2ccc(CCC(=O)N3CCCC3)cc2)cc1	16.6
93	COC(=O)c1[nH]c2ccc(Cl)cc2c1NC(=O)CCN1CCN(C2CCCCC2)CC1	5.4
94	O=C(CCCNS(=O)(=O)c1cccc2nsnc12)NCc1ccc(F)cc1	-6.0
95	COC(=O)[C@@H]1C2CCC(C(=O)Nc3ccccc3)(CC2)[C@@H]1C(=O)OC	-0.7
96	O=C(O)CSc1ccc2ccccc2n1	-9.5
97	O=C(CSc1ncn[nH]1)c1ccc2c(c1)OCO2	-1.7
98	CCCSc1nc2c(c(=O)n1-c1ccc(OCC)cc1)SCC2	0.3
99	CCCCn1c(CN2CCN(CCO)CC2)nc2ccccc21	-8.0
100	CCOC(=O)C(C(=O)OCC)c1cc(Br)c2noc3c2c1C(=O)c1ccccc1-3	-121.6
101	CCN(CC)CCNc1nc2c(c(=O)n(C)c(=O)n2C)n1C/C=C(/C)Cl	1.8
102	COc1ccccc1CNC(=O)CCC(=O)Nc1nnc(C)s1	-43.3
103	Cc1ccc(-c2nnc(SCC(=O)N3CCCC3)o2)cc1	-1.8
104	O=C(NCC(c1cccnc1)N1CCN(c2ccc(F)cc2)CC1)C1CCCCC1 (stereo not given)	-17.5
105	O=C(Cn1c(=O)c2c(ncn2Cc2ccccc2)n(Cc2ccccc2)c1=O)N1CCCC1	-9.8
106	Cc1cnn(C(=S)NCc2ccc(Cl)cc2)c1	-6.9
107	CC(=O)/C(CN1CCCCC1)=N\O	-21.3
108	CC(=O)NCCc1cc2ccc(C)cc2[nH]c1=O	-47.5
109	COc1cc(C(=O)N(Cc2ccc(N(C)C)cc2)C2CCS(=O)(=O)C2)cc(OC)c1OC (stereo not given)	2.1
110	COc1ccccc1NC(=O)CSc1ccc2nnc(-c3cccnc3)n2n1	-1.7
111	CC(=O)N1CCc2cc(S(=O)(=O)NCCC3=CCCCC3)ccc21	-13.2
112	O=C(Cc1ccc(Br)cc1)N1CCCCCC1	-4.3
113	O=S(=O)(Cc1nc2ccccc2s1)c1ccccc1	-14.2
114	CCOc1ccc2nc(NCCCNS(=O)(=O)c3ccccc3)c(C#N)cc2c1	14.3
115	COc1ccc(C(=O)Nc2nnc(Cc3cccs3)s2)cc1OC	-26.3
116	Cc1ccc(F)c(NC(=O)C2CCCCC2C(=O)O)c1 (stereo not given)	12.4
117	O=C(NC1CCCCC1)N1CCCCCCC1	-15.6
118	CCCC(=O)NC(Nc1ccc(S(=O)(=O)Nc2cc(C)on2)cc1)(C(=O)OCC)C(F)(F)F (stereo not given)	12.9
119	O=C(NCc1ccccn1)C1CCCN(S(=O)(=O)c2cccc3nsnc23)C1 (stereo not given)	5.1
120	CC1=C(C(=O)OC(C)(C)C)C(c2ccco2)C(C#N)=C(N)O1 (stereo not given)	-4.5
121	c1ccc(SCc2nc(-c3ccccn3)no2)cc1	-28.3
122	COC(=O)c1ccc(COC(=O)c2c(C)nn(Cc3ccccc3Cl)c2Cl)o1	20.3
123	CCOC(=O)c1cc(C(C)=O)c(=O)n(C)c1N	-12.8
124	COc1ccc(NC(=O)c2cnc(C)cn2)c2ncccc12	-4.3
125	O=c1nc2n(c3ccccc13)Cc1ccccc1-2	-22.4

(cont.)
#	molecule	GBA activity up
126	N=c1c(C(=O)NCc2ccc(F)cc2)cc2c(=O)n3ccccc3nc2n1CCCN1CCOCC1	-0.3
127	O=C(Nc1nccs1)c1ccc(CSc2nnnn2-c2ccccc2)cc1	-11.5
128	CN1CCN(C2=Nc3cc(Cl)ccc3Nc3ccccc32)CC1	-36.0
129	Cc1cccc(-c2nc(CN3CCCC(C(=O)NC4CCCCC4)C3)c(C)o2)c1 (stereo not given)	-36.0
130	CSC1=N/C(=C\c2ccc(C)o2)C(=O)S1	-15.0
131	Nc1nnc(COc2cccc(C(F)(F)F)c2)s1	-25.9
132	CCOc1ccc(C(C#N)N2CCOCC2)cc1OC (stereo not given)	-9.7
133	COc1ccc(OC)c(S(=O)(=O)Nc2ccc3oc4c(c3c2)C(=O)CCC4)c1	24.1
134	CC1NC(=O)N(C)C2NC(=O)N(C)C(c3ccccc3)C12 (stereo not given)	-7.7
135	Cc1cccc(NC(=O)c2ccc(NS(=O)(=O)c3c(C)noc3C)cc2)c1	7.5
136	CCCCn1nnnc1NCc1ccc(OC)c(OC)c1OC	10.3

Compound activity (PubChem BioAssay)

These rows are one share of the data; rates above refer to the full screens.
